PMI inhibition = human PMI inhibitors, high substrate, primary screen, biochemical, fluorescence intensity, high mannose 6-phosphate (AID 1220); Mannose-6-phosphate isomerase (Homo sapiens); 190,000 compounds, 0.66% hits; recombinant PMI enzyme, coupled fluorescence intensity; higher % means a stronger effect; inhibition, % at 20 µM; hits with a dose series show IC50 in µM
XIAP displacement = XIAP antagonists, biochemical, IAP family, fluorescence polarization (AID 1018). E3 ubiquitin-protein ligase XIAP (Homo sapiens). XIAP BIR domain, fluorescence polarization peptide displacement; higher % means a stronger effect. displacement, % at 20 µM, or IC50 in µM where a hit was titrated. 200,000 compounds, 0.007% hits; in the data active means displacement above about 50%; further: a part of the inactive calls stands beside numbers as strong as those of hits
LYP inhibition = inhibitors of LYP phosphatase, biochemical, fluorescence intensity, uHTS (AID 1779) | Tyrosine-protein phosphatase non-receptor type 22 (Homo sapiens) | recombinant LYP phosphatase, fluorescence intensity; higher % means a stronger effect | one-dose inhibition, % at 11.5 µM; IC50 in µM for titrated hits | 290,000 compounds, 0.054% hits;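 further: plate controls were vehicle with enzyme for no effect and no enzyme for full effect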
AID2073 = inhibitors of Mint1-CaV2.2 protein interaction, biochemical, HTRF (AID 2073) | HTRF protein-protein interaction, Mint1-CaV2.2; higher % means a stronger effect | 290,000 compounds, 0.19% hits | Voltage-dependent N-type calcium channel subunit alpha-1B (Homo sapiens) | one-dose inhibition, % at 20 µM; IC50 in µM for titrated hits; in the data active means inhibition mostly above about 51%, no sharp cut-off; inconclusive means no clear call, values can overlap the other calls; inactive means mostly below about 53%; further: some results filed as inactive read as strong as hits
Siah-1 displacement = Siah-1 peptide-binding antagonists, primary screen, biochemical, fluorescence polarization, rhodamine-plectin, uHTS (AID 1817); E3 ubiquitin-protein ligase SIAH1 (Homo sapiens); Siah-1 / rhodamine-plectin peptide fluorescence polarization; higher % means a stronger effect; displacement, % at 20 µM, or IC50 in µM where a hit was titrated; 290,000 compounds, 0.02% hits;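 active means displacement of at least 50% at 20 µM, with a fluorescence ratio check between 0.3 and a set limit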;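 further: plate controls were Siah plus tracer with DMSO for no effect and tracer alone without Siah for full effect; strong numbers were not always called active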
M1AAP inhibition = P. falciparum M1AAP inhibitors, biochemical, fluorogenic H-Leu-NHMec substrate, 1536-well (AID 1445). Aminopeptidase N (Plasmodium falciparum (isolate 3D7)). recombinant M1AAP, H-Leu-NHMec fluorogenic kinetic assay; higher % means a stronger effect. inhibition, % at 30 µM, or IC50 in µM where a hit was titrated. 220,000 compounds, 0.42% hits;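 active means primary inhibition above the hit cutoff, then over 50% inhibition at one or more dose response concentrations, cut at about 23% in these data, passing the limit was not always enough; inconclusive means conflicting primary data, or primary hits not chosen for dose response; inactive means low primary inhibition, or under 50% at every dose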;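 further: plate controls were DMSO full reaction for no effect and no enzyme background for full effect; strong numbers were not always called active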
Dynein cargo inh = inhibitors of GR-EGFP nuclear translocation, primary screen, dynein cargo transport inhibitor project, imaging, high-content, 3617.4 mouse cells. AID 1381, 2008. 220,000 compounds, 0.47% hits. z-score, hits read low. test concentration mostly 20 µM; stimulated with dexamethasone, 1 µM; stronger effect = lower value;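 active means plate z-score of nuclear minus cytoplasmic receptor signal below a set negative limit, without overly bright fluorescence or cell loss, cut at about -3.5 in these data, passing the limit was not always enough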;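 further: z-score of nuclear minus cytoplasmic ring GR-EGFP intensity difference per well; some compounds called inactive have numbers as strong as hits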
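Buffer or medium: tet-free, stripped-serum medium; reagent: dexamethasone at 1.0 µM final, 30 min; incubation: 48 h induction, 1 h compound, 30 min dex at 37 °C; measured by: formaldehyde fixation, Hoechst nuclear stain, 10x automated fluorescence imaging; read-out: nuclear-to-cytoplasmic GR-EGFP distribution per well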
PMI inhibitors = inhibitors of human PMI, primary screen, biochemical, fluorescence intensity, coupled assay (AID 1209). Mannose-6-phosphate isomerase (Homo sapiens). purified PMI enzyme, coupled fluorescence intensity; higher % means a stronger effect. inhibition, % at 20 µM; hits with a dose series show IC50 in µM. 190,000 compounds, 0.42% hits;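 further: plate controls were DMSO vehicle for no effect and wells lacking substrate for full effect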
M17LAP inhibition = P. falciparum M17LAP inhibitors, primary screen, biochemical, fluorogenic H-Leu-NHMec substrate, 1536-well (AID 1619); one-dose inhibition, % at 30 µM; IC50 in µM for titrated hits; 220,000 compounds, 0.38% hits; recombinant M17LAP, H-Leu-NHMec fluorogenic kinetic assay; higher % means a stronger effect;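 active means compound inhibiting the enzyme by more than half at any dose during confirmatory dose-response retesting; inconclusive means strong single-dose inhibitors picked by rank but not retested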;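 further: plate controls were full reaction with DMSO carrier for no effect and no enzyme background for full effect; strong numbers were not always called active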
Dynein cargo inh cytoplasmic EGFP = second read-out of Dynein cargo inh, no call of its own (marks repeat the call); z-score; measured here: cytoplasmic GR-EGFP intensity; stronger effect = higher value
Dynein cargo inh nuclear GR-EGFP = second read-out of Dynein cargo inh, no call of its own (marks repeat the call); z-score; measured here: nuclear GR-EGFP intensity;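 lower value marks the stronger effect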
Dynein cargo inh cell count = further read-out of Dynein cargo inh, marked with its call; z-score; measured here: cell count per field
Starred values were filed as active, the others as inactive; u = inconclusive; x = no result given; & = joins results of further samples. Unless noted, no stated cut-off is given here; in the data, active means inhibition above about 50%; inactive means the rest.

SMILES | PMI inhibition | XIAP displacement | LYP inhibition | AID2073 | Siah-1 displacement | M1AAP inhibition | Dynein cargo inh | Dynein cargo inh cytoplasmic EGFP | Dynein cargo inh nuclear GR-EGFP | Dynein cargo inh cell count | PMI inhibitors | M17LAP inhibition
Cc1ccc(C(=O)COC(=O)CCC(=O)Nc2ccccc2Cl)cc1[N+](=O)[O-] | 1% | -7.4% | -1% | 0% | 2% | 2% | -0.28 | 0.38 | 0.081 | 0.86 | 10% | 5%
CC(C)Nc1nnc(SCC(=O)c2c(N)n(Cc3ccccc3)c(=O)n(C)c2=O)s1 | -3% | -1.5% | 8% | -6% | -1% | -1% | -0.56 | -0.23 | -0.93 | 0.48 | 5% | 7%
O=C(CSc1ccc(-c2ccccc2)nn1)N1CCCCC1 | -4% | 1.5% | 0% | -15% | -1% | 0% | -0.27 | -0.32 | -0.036 | 0.54 | -8% | 7%
NC(=O)COC(=O)c1ccc2c(c1)S(=O)(=O)N=C1CCCCCN12 | 7% | -0.6% | -3% | -2% | 7% | 4% | -0.4 | -0.22 | -0.58 | 0.21 | 3% | -4%
CCOC(=O)c1cnc(SCC(=O)Nc2sc(C)c(C)c2C#N)nc1N | 1% | -8.0% | -4% | 3% | 4% | 3% | -1.6 | -0.31 | -0.67 | 0.92 | 2% | -2%
CC(/C=C/c1ccccc1)=N\Nc1nc(-c2ccccc2)cs1 | 12% | -0.9% | 8% | -2% | 4% | 7% | -0.63 | -0.083 | -0.53 | 0.86 | 21% | 15%
CCC1CC2CC(NC(C)=O)C1C2 (stereo unspecified) | 3% | -0.7% | 1% | 2% | -1% | 3% | -0.57 | -0.18 | 0.4 | 0.28 | 5% | 8%
Cc1nn(Cc2ccc(F)cc2)c(C)c1NC(=O)CCCn1nc([N+](=O)[O-])cc1C | 0% | -4.4% | -2% | 4% | 8% | -2% | 1.4 | -0.052 | 0.84 | -0.92 | -2% | -1%
COc1ccc(CCNC(=O)C2CCN(S(=O)(=O)c3cccc4nsnc34)CC2)cc1OC | 2% | -6.0% | -10% | 5% | -3% | 1% | 0.97 | -0.32 | 0.42 | -0.065 | -2% | 2%
CC(C)CNC(=O)NC(=O)COC(=O)Cn1cnc2ccccc2c1=O | 1% | 0.2% | -7% | -24% | 5% | 8% | -1 | -0.29 | -0.51 | 1.2 | -7% | 3%
CN1CCN(CCCN2c3ccccc3Sc3ccc(C(F)(F)F)cc32)CC1 | -16%&3% | -8.7%&-6.8% | -2%&-3% | 3%&-14% | -5%&-4% | 13%&-2% | 0.75 | 1.1 | 0.76 | -0.31 | -16%&2% | -12%&-6%
O=C1CCCC2=C1C(c1ccc(O)c(Br)c1)C1=C(CCCC1=O)N2c1ccccc1 | 10% | -0.4% | 0% | 20% | 8% | 10% | -0.9 | -0.25 | 0.049 | 0.44 | 5% | 3%
CC(N=C1NS(=O)(=O)c2ccccc21)c1ccccc1 (stereo unspecified) | -7% | -2.4% | -9% | 2% | -2% | 3% | 3 | -0.063 | 1.4 | -1.5 | -16% | 6%
Cc1cc(N)n(-c2ccc(S(N)(=O)=O)cc2[N+](=O)[O-])n1 | -28% | -2.2% | -4% | 2% | 4% | 8% | 0.32 | -0.35 | 0.44 | -0.36 | -42% | 4%
Cc1[nH]n(-c2ccccc2)c(=O)c1CCOC(=O)c1ccc(C(F)(F)F)cc1 | 8% | 0.7% | -1% | 0% | 2% | 4% | -0.61 | -0.19 | -0.5 | -0.11 | 10% | 6%
CC1(C)C2CCC(C2)C1(C)NC(=O)CN1CCOCC1 (stereo unspecified) | -7% | -1.4% | -7% | -8% | 5% | -2% | -0.16 | -0.17 | 0.23 | -0.21 | 2% | 7%
CC(C)[C@H](NC(=O)[C@H](CC(=O)O)NC(=O)[C@H](CCCCN)NC(=O)[C@@H](N)CCCN=C(N)N)C(=O)N[C@@H](Cc1ccc(O)cc1)C(=O)O | -7% | -4.6% | -1% | -3% | 1% | -2% | 0.91 | -0.31 | 0.65 | 0.18 | -2% | 5%
Cc1ccc(CN(c2ccc(C(=O)N3CCOCC3)cc2)S(C)(=O)=O)cc1 | 1% | -2.0% | -6% | 3% | -2% | 10% | -1.4 | -0.2 | -0.22 | 0.56 | -4% | -5%
Cc1cc(=O)oc2cc(OCC(=O)OCC(=O)N(CCC#N)c3ccccc3)ccc12 | 1% | -8.2% | -7% | 14% | 9% | 2% | 0.49 | -0.19 | 0.53 | 0.05 | 1% | 1%
CC(=O)c1nc2ccccc2n1CCc1ccccc1 | 3% | -5.6% | -8% | 14% | 2% | 4% | 0.77 | -0.33 | 0.18 | -0.48 | 2% | 3%
COc1ccc(/C=C2\CCC(C3CCCC3)C2=O)cc1Cn1cccn1 (stereo unspecified) | 4% | -3.1% | 11% | 6% | 3% | 5% | 0.45 | -0.21 | 0.42 | -0.16 | 13% | -21%
CC(C)c1ccc(NC(=O)CSc2nnc(-c3ccccn3)n2C)cc1 | 5% | -3.3% | -5% | u | -5% | -3% | 2.5 | -0.14 | 1.8 | -1.2 | 5% | 0%
CN1CCN(C(=O)C2(NC(=O)Nc3ccccc3Cl)CCCCC2)CC1 | -5% | -5.0% | -5% | -5% | 4% | -1% | -0.32 | -0.15 | -0.58 | 0.53 | -5% | -18%
CC1(C)N=C(C(=O)c2ccccc2)N(O)C1(C)O (stereo unspecified) | -11% | -3.6% | -6% | 5% | -3% | 6% | 1.6 | -0.13 | 1.4 | -1.5 | -15% | 1%
Cn1nnnc1SCC(=O)NC(=O)Cc1ccccc1 | 2% | -3.0% | -3% | -1% | 2% | 5% | 2.1 | -0.48 | 0.66 | -0.35 | 3% | 1%
CCN1CCN(c2ncnc3c2sc(=S)n3-c2ccccc2)CC1 | 8% | -0.8% | -3% | 4% | 5% | 5% | 2.7 | 0.033 | 1.8 | -1.8 | 4% | 4%
Cn1c2ccccc2c2nnc(SCc3ccc4nonc4c3)nc21 | 11% | -1.9% | 1% | -7% | 4% | 8% | -0.8 | 0.23 | 0.084 | 0.5 | 17% | -2%
N#Cc1c(N)nc(SCC(=O)NC2CCCCC2)c(C#N)c1-c1ccc(Cl)cc1 | -10% | -18% | -13% | 16% | 6% | 1% | -0.68 | -0.15 | -0.31 | 1.2 | -10% | -7%
Cc1cc(C)c(NS(=O)(=O)c2ccc(Cl)c(C(=O)O)c2)c(C)c1 | -7% | 1.7% | 0% | -6% | 0% | 8% | 2.3 | -0.13 | 1.4 | -1.2 | -6% | -34%
COc1ccc(NS(=O)(=O)c2c(C)[nH]c(=O)[nH]c2=O)c(OC)c1 | 3% | 0.0% | 0% | 8% | 11% | -2% | 0.18 | -0.28 | 0.0051 | 1 | 7% | 9%
Cc1ccc(NC=C(S(=O)(=O)c2ccccc2)S(=O)(=O)c2ccccc2)c(C)c1 | 2% | -4.0% | 9% | -7% | 2% | 5% | -0.52 | -0.12 | -0.46 | 0.62 | 8% | 2%
Cc1cccc(N/N=C/c2ccccc2O)c1 | -184% | -3.5% | -3% | 0% | -1% | 6% | -0.71 | -0.28 | -0.64 | 1.4 | -74% | 4%
COc1ccc2[nH]c3c(=O)n(Cc4ccc(C(=O)NCC5CCCO5)cc4)c(=S)[nH]c3c2c1 (stereo unspecified) | 4% | -8.0% | 1% | 39% | 1% | 12% | 0.52 | -0.36 | -0.14 | 0.42 | 2% | 1%
O=C(N/N=C/c1cccc(O)c1)NC1CCCCC1 | 0% | -7.6% | 0% | -2% | 4% | -7% | -0.24 | 0.19 | 0.24 | 0.45 | -1% | 0%
Cc1ccc2nc(Cn3cc(C(F)(F)F)cc(Cl)c3=O)cc(=O)n2c1 | 24% | -8.5% | 6% | 14% | 2% | 0% | -0.42 | -0.38 | -0.22 | 0.94 | 3% | -2%
Cc1cc(C(=O)COC(=O)c2ccccc2Br)c(C)n1CC1CCCO1 (stereo unspecified) | x | x | 1% | 5% | 2% | 6% | 0.017 | -0.34 | -0.27 | 0.009 | x | 4%

Reprinted at random: 5 records from the list.
SMILES | PMI inhibition | XIAP displacement | LYP inhibition | AID2073 | Siah-1 displacement | M1AAP inhibition | Dynein cargo inh | Dynein cargo inh cytoplasmic EGFP | Dynein cargo inh nuclear GR-EGFP | Dynein cargo inh cell count | PMI inhibitors | M17LAP inhibition
Cc1ccc(NC=C(S(=O)(=O)c2ccccc2)S(=O)(=O)c2ccccc2)c(C)c1 | 2% | -4.0% | 9% | -7% | 2% | 5% | -0.52 | -0.12 | -0.46 | 0.62 | 8% | 2%
CCN1CCN(c2ncnc3c2sc(=S)n3-c2ccccc2)CC1 | 8% | -0.8% | -3% | 4% | 5% | 5% | 2.7 | 0.033 | 1.8 | -1.8 | 4% | 4%
N#Cc1c(N)nc(SCC(=O)NC2CCCCC2)c(C#N)c1-c1ccc(Cl)cc1 | -10% | -18% | -13% | 16% | 6% | 1% | -0.68 | -0.15 | -0.31 | 1.2 | -10% | -7%
Cc1ccc2nc(Cn3cc(C(F)(F)F)cc(Cl)c3=O)cc(=O)n2c1 | 24% | -8.5% | 6% | 14% | 2% | 0% | -0.42 | -0.38 | -0.22 | 0.94 | 3% | -2%
Cn1c2ccccc2c2nnc(SCc3ccc4nonc4c3)nc21 | 11% | -1.9% | 1% | -7% | 4% | 8% | -0.8 | 0.23 | 0.084 | 0.5 | 17% | -2%

Bioassay records as filed in PubChem BioAssay.
